Screening results (PubChem)
TNAP activators: human TNAP enzyme activators, primary screen, biochemical, luminescent, no phosphate acceptor, uHTS (AID 1001); 200,000 tested, 0.03% active; purified TNAP, luminescent activation assay, no phosphate acceptor; higher activation fold means a stronger effect; activation fold at 20 µM, or EC50 in µM where a hit was titrated; in the data active = activation fold from about 3, or a potency from the dose series; inactive = the rest, 99 in 100 with activation fold below about 1.6; also: many of its hits are not listed in these tables
human PMI inhibitors: human PMI inhibitors, high substrate, primary screen, biochemical, fluorescence intensity, high mannose 6-phosphate (AID 1220). 190,000 tested, 0.66% active. inhibition, % at 20 µM, or IC50 in µM where a hit was titrated. recombinant PMI enzyme, coupled fluorescence intensity; higher % means a stronger effect
PhoP inhibition: inhibitors of PhoP regulon expression, primary screen, Salmonella Typhimurium, GFP reporter (AID 1863); 300,000 tested, 0.16% active; inhibition, % at 50 µM; hits with a dose series show IC50 in µM; S. Typhimurium PhoP-regulated promoter GFP reporter, 4 h; higher % means a stronger effect;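 active = inhibition over 29.93%, a cutoff 3 SD above the screen mean, later confirmed by dose response; inconclusive = inhibition over 29.93% but no dose response follow-up; inactive = inhibition at most 29.93% or unconfirmed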;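 also: 0% = low Mg2+ inducing control and 100% = high Mg2+ repressing control; strong numbers were not always called active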
RSV antiviral HEp-2: inhibition of RSV-induced cytopathic effect – HEp-2 cells, primary 10 µM value included (AID 2391); HEp-2 cells, RSV-induced CPE inhibition; higher % means a stronger effect; one-dose CPE inhibition, % at 10 µM; IC50 in µM for titrated hits; 310,000 tested, 0.13% active; in the data active = a potency from the dose series; inconclusive = CPE inhibition mostly from about 23% at the one dose, without a potency; inactive = the rest, 99 in 100 with CPE inhibition below about 21%; also: strong numbers were not always called active
WT yeast gro inh: growth inhibition of WT yeast, mitochondrial fusion screen; mitochondrial fusion phenotypic screen, WT strain; AID 1362; 190,000 tested, 2.1% active; inhibition, % at 10 µM; in the data active = inhibition above about 58%; tested in S. cerevisiae
Myeloid diff 2: promotes myeloid progenitor differentiation; 360,000 tested, 1% active; calls only at 10 µM; ER-HoxA9 myeloid progenitors, lysozyme-GFP differentiation, flow cytometry;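 active = normalized GFP-positive differentiation at or above the plate's own cutoff, the solvent-only control mean plus 3 SD; inconclusive = no clear call, values can overlap the other calls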;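 also: cells exposed to compound for four days before flow analysis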
XIAP displacement: small molecules displacing peptide from XIAP – biochemical, IAP family, fluorescence polarization (AID 1018). XIAP BIR domain, fluorescence polarization peptide displacement; higher % means a stronger effect. displacement, % at 20 µM; hits with a dose series show IC50 in µM. 200,000 tested, 0.007% active; in the data active = displacement above about 50%; also: a part of the inactive calls stands beside numbers as strong as those of hits
Siah-1 displacement: Siah-1 peptide-binding antagonists, primary screen, biochemical, fluorescence polarization, rhodamine-plectin, uHTS (AID 1817); Siah-1 / rhodamine-plectin peptide fluorescence polarization; higher % means a stronger effect; one-dose displacement, % at 20 µM; IC50 in µM for titrated hits; 290,000 tested, 0.02% active;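 active = displacement of at least 50% at 20 µM, with a fluorescence ratio check between 0.3 and a set limit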;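 also: plate controls were Siah plus tracer with DMSO for no effect and tracer alone without Siah for full effect; strong numbers were not always called active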
human PMI inhibition: inhibitors of human PMI, primary screen, biochemical, fluorescence intensity, coupled assay (AID 1209). purified PMI enzyme, coupled fluorescence intensity; higher % means a stronger effect. one-dose inhibition, % at 20 µM; IC50 in µM for titrated hits. 190,000 tested, 0.42% active;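 also: plate controls were DMSO vehicle for no effect and wells lacking substrate for full effect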
WT yeast gro inh mutant strain: further read-out of WT yeast gro inh, marked with its call; inhibition, %; mitochondrial fusion phenotypic screen, mutant strain inhibition
Myeloid diff 2 GFP+ MAC1+ %: further read-out of Myeloid diff 2, marked with its call; GFP+ MAC1+ double positive, %; measured here: differentiation confirmed by MAC1 staining
* marks the source's active call; other numbers are inactive results; i = inactive; ? = inconclusive; nt = not tested or not shown; + = active, no number. Rule as the data show it, unless noted: active = inhibition above about 50%; inactive = the rest.

SMILES | TNAP activators | human PMI inhibitors | PhoP inhibition | RSV antiviral HEp-2 | WT yeast gro inh | WT yeast gro inh mutant strain | Myeloid diff 2 | Myeloid diff 2 GFP+ MAC1+ % | XIAP displacement | Siah-1 displacement | human PMI inhibition
O=C(O)CC/C(=C\c1ccccc1[N+](=O)[O-])c1nc2ccccc2s1 | 1.1 | 3% | 0% | -0.8% | -9 | -5 | i | 1.0 | -3.9% | -2% | 2%
CCOC(=O)C1(Cc2cccc(F)c2)CCN(C(=O)C2CCC2)CC1 | 1.1 | -2% | 2% | 1.0% | 1 | -8 | i | 0.4 | -0.2% | 1% | 1%
Cc1cc(-c2[nH]nc3c2C(c2ccsc2)C(C#N)=C(N)O3)c(C)s1 (stereo unspecified) | 0.9 | 15% | -8% | 0.8% | 3 | 10 | i | 1.1 | -5.9% | -4% | 15%
O=C(Cc1ccc(F)cc1)Nc1nnc(-c2ccc(F)cc2)o1 | nt | nt | 3% | -0.6% | nt | nt | i | 0.4 | nt | -1% | nt
Cc1cc(-c2ccc(C(C)C)c(S(=O)(=O)N3CC(=O)Nc4ccccc43)c2)on1 | nt | nt | -1% | 1.8% | nt | nt | ? | nt | nt | 5% | nt
COc1ccc(NC(=O)c2nc(C)c(C3(C)CC(c4cccnc4)=NO3)s2)cc1 (stereo unspecified) | nt | nt | 6% | 6.6% | nt | nt | ? | nt | nt | 7% | nt
CN(C1CCCCC1)S(=O)(=O)c1cccc2nsnc12 | nt | nt | 4% | 0.7% | nt | nt | i | 2.6 | nt | -1% | nt
Cc1cc(SCC(=O)N/N=C/c2ccc(O)c(O)c2)nc2ccccc12 | nt | nt | -3% | 4.5% | nt | nt | i | 1.3 | nt | 19% | nt
COc1cc(C(=O)O)cc(NC(=O)c2ccco2)c1OC | nt | nt | -9% | 5.7% | nt | nt | i | 0.0 | nt | -2% | nt
CC(C)N(CCNC(=O)COc1ccc2oc3c(c2c1)CCCC3)C(C)C | nt | nt | -5% | -0.6% | nt | nt | i | 7.7 | nt | 0% | nt
CC(C)N1C(=O)CN(C2CCCCCC2)C(=O)C1c1ccccc1F (stereo unspecified) | 1.1 | -10% | 18% | -0.1% | 17 | 7 | i | 3.6 | -7.0% | 0% | -7%
C#CCNC(=O)C1=C[C@@H](c2coc3ccccc3c2=O)C[C@@H](OCCCCO)O1 | 1 | 5% | -1% | 0.0% | -7 | -8 | i | 1.7 | 0.7% | -3% | 2%
O=C(COc1ccccc1)Nc1ccncc1 | 1.1 | 15% | nt | 1.9% | 5 | -7 | i | 0.5 | -2.7% | 1% | 10%
Cc1ccccc1OCC(=O)N/N=C/c1ccco1 | 1.1 | -9% | 29% | 0.0% | 9 | 16 | i | 0.9 | -2.6% | 0% | 0%
O=C(Nc1ccccc1O)c1ccc2c(c1)C(=O)N(N1C(=O)c3ccccc3C1=O)C2=O | nt | nt | 3% | 1.2% | nt | nt | i | 6.8 | nt | 8% | nt
Cc1ccc(S(=O)(=O)n2cnc3cc([N+](=O)[O-])ccc32)c(C)c1 | 1.1 | -38% | -3% | 1.7% | -2 | 4 | i | 0.1 | 0.3% | 6% | -28%
CCOC(=O)CNS(=O)(=O)c1cc(-c2n[nH]c(=O)c3ccccc23)ccc1C | 1 | -7% | 2% | nt | -34 | -18 | i | 0.4 | -2.7% | -4% | -2%
O=C1COc2ccc(C(=O)c3ccccc3C(=O)NCc3ccco3)cc2N1 | 1 | -2% | -4% | 4.9% | -10 | -3 | i | 0.6 | -1.4% | 1% | 1%
COC(=O)CCSc1cc([N+](=O)[O-])cc2c1c(C1OCCS1)nn2-c1ccccc1 (stereo unspecified) | 1.1 | 4% | -40% | 3.9% | 5 | 7 | i | 0.7 | -23% | 4% | 1%
Cc1ccc(Cn2ccc(NC(=O)C3C4CCC(C4)C3C(=O)O)n2)cc1 (stereo unspecified) | 1 | -7% | 9% | nt | -6 | 3 | i | 1.4 | -3.4% | 4% | -9%
CCCN(CCC)CCCNC(=O)c1ccc2c(Cl)c3c(nc2c1)CCC3 | nt | nt | 4% | -0.2% | nt | nt | i | 1.7 | nt | -1% | nt
CC(NC(=O)/C(=C\c1ccco1)NC(=O)c1ccco1)C(=O)O (stereo unspecified) | nt | nt | -1% | 0.7% | nt | nt | i | 0.2 | nt | 0% | nt
O=c1c2oc3ccccc3c2ncn1Cc1ccc(Cl)cc1 | 0.9 | 6% | 51% | 2.0% | 1 | -9 | i | 0.1 | -3.8% | 17% | -9%
CC(C)Oc1ccc(N2C(=O)c3ccccc3C2=O)cc1 | 1.2 | 5% | 3% | 0.7% | -6 | 8 | i | 0.8 | -1.3% | 4% | 4%
CCOC(=O)C(NC(C)=O)C(O)c1ccc([N+](=O)[O-])cc1 (stereo unspecified) | 1 | -1% | 5% | -1.0% | -5 | -23 | i | 0.3 | -12% | 20% | -11%
Cc1cc(C)nc(-n2nc(C)cc2NC(=O)c2cccc(S(=O)(=O)N3CCOCC3)c2)n1 | 1.1 | -2% | -9% | nt | -8 | -1 | i | 2.3 | -5.1% | 0% | 4%
O=C(NCCc1nc2ccccc2[nH]1)/C(=C/c1ccc2c(c1)OCO2)NC(=O)c1ccccc1 | 1.1 | -8% | 4% | 0.5% | -15 | -3 | i | 0.8 | -5.3% | 0% | -2%
CCOc1ccccc1NC(=O)CN(C)S(=O)(=O)c1cccc2nsnc12 | 1.1 | 10% | -2% | 3.2% | 19 | 12 | i | 0.2 | -7.6% | 1% | 7%
COc1ccc(Cn2nnnc2C(CC(C)C)N2CCN(c3ccccc3)CC2)cc1 (stereo unspecified) | 1 | 9% | 5% | 39% | 15 | -4 | i | 2.4 | -3.1% | -1% | -1%
CCOC(=O)C(=CNNc1cccc(Cl)c1)C(=O)OCC | nt | nt | 4% | 1.3% | nt | nt | i | 0.0 | nt | -3% | nt
COC(=O)c1ccccc1NC(=O)CN1C(=O)CSC1=O | 1 | 6% | 4% | 3.7% | 5 | 5 | i | 1.0 | -8.4% | 3% | -4%
CCOC(=O)CN(C(=O)COc1nc(-c2ccccc2)cc(C)c1C#N)c1ccccc1C | nt | nt | -5% | 1.0% | nt | nt | i | 0.6 | nt | 8% | nt
Cc1csc(NC(=O)Cc2ccccc2Cl)n1 | nt | nt | 4% | 1.6% | nt | nt | i | 1.7 | nt | 0% | nt
CCCCN(C)CCn1c(=S)[nH]c2ccc(N3CCOCC3)cc2c1=O | 1.1 | 3% | -5% | -1.9% | -2 | 0 | i | 0.4 | 0.7% | -2% | 4%
CC(C(=O)Oc1ccc2c(c1)OCO2)N1C(=O)c2ccccc2C1=O (stereo unspecified) | 1.1 | 0% | 26% | 0.3% | 8 | -6 | nt | nt | -0.5% | -1% | -2%
O=C(OCC(=O)N1c2ccccc2Sc2ccccc21)c1cccnc1 | 0.9 | 3% | -1% | 0.5% | -10 | 17 | i | 0.3 | -6.1% | 2% | 2%
CC1CCCC(NC(=O)c2ccc3c(c2)NC(=O)CS3)C1C (stereo unspecified) | nt | nt | 1% | 1.1% | nt | nt | i | 1.2 | nt | 8% | nt
Cc1ccc(N2C(=O)C(Cl)=C(N3CCOCC3)C2=O)cc1Cl | 1 | 3% | -17% | 0.2% | -5 | 18 | i | 0.7 | -1.7% | 7% | -9%
OCCn1nc2c3ccccc3nc-2n(-c2ccccc2)c1=S | 1.2 | -3% | -2% | 1.2% | 21 | 4 | i | 0.9 | -1.9% | 0% | 0%
COC(=O)C1=CN(Cc2ccccc2)C=C(C(=O)OC)C1c1ccc(OC)c(OC)c1 | nt | nt | -6% | 3.6% | nt | nt | i | 0.3 | nt | -2% | nt
C#CCn1c(=NC(=O)c2cccs2)sc2cccc(OC)c21 | 1.1 | 21% | -4% | 1.8% | 18 | -2 | i | 3.9 | -9.9% | 20% | 8%
COc1ccccc1-c1cc(C(F)(F)F)nc(S(=O)(=O)CCCC(=O)O)n1 | 1.1 | -15% | 3% | 9.9% | -9 | 15 | i | 9.5 | -3.4% | 1% | -10%
CN(C)C1N(C(=O)c2ccccc2)N=C2c3ccccc3S(=O)(=O)N21 (stereo unspecified) | 1 | 14% | nt | 0.1% | -11 | -12 | i | 0.3 | -9.7% | -1% | 15%
COc1ccc(CNc2nc3ccccc3n2C(C)C)c(O)c1 | nt | nt | 1% | ? | nt | nt | i | 0.6 | nt | 10% | nt
O=C(Nc1ccccc1C(F)(F)F)c1ncn[nH]1 | nt | nt | -1% | -1.9% | nt | nt | i | 0.2 | nt | -8% | nt
CCOC(=O)c1c(C)[nH]c(C(=O)/C(C#N)=C/c2ccc(OC)c(OC)c2)c1C | 0.9 | 21% | -2% | 51% | 10 | 17 | + | 3.6* | -2.8% | -4% | 21%
Cc1ccc(NC(=O)CCCc2ccccc2)nc1 | 1 | -3% | -1% | 3.3% | -8 | 9 | i | 0.2 | -4.4% | 0% | -13%
O=C1C2C(c3ccccc3)CC=CC2[C@H](c2ccoc2)N1Cc1ccccc1 (stereo partly specified) | nt | nt | -1% | 2.5% | nt | nt | i | 1.4 | nt | -5% | nt
Cc1cc(C)n(CC(=O)NC2C(=O)N3C(C(=O)O)=C(CSc4nnc(C)s4)CSC23)n1 (stereo unspecified) | 1.1 | -10% | -2% | 1.5% | -5 | 3 | i | 1.0 | -7.5% | 12% | -6%
COc1ccc(CC(CC(=O)O)C(=O)Nc2ccc(Cl)c(Cl)c2)cc1 (stereo unspecified) | nt | nt | 3% | 1.2% | nt | nt | i | 0.8 | nt | 0% | nt
CCOC(=O)C1(Cc2ccc(OC)cc2)CCN(C(=O)CN2CCOC2=O)CC1 | 1 | -3% | nt | -1.1% | 4 | -9 | i | 0.5 | -1.3% | 1% | -4%
COc1ccc(N/N=C(/Oc2ccc([N+](=O)[O-])cc2)C(C)=O)cc1 | 0.7 | 2% | 3% | 1.5% | -22 | -11 | i | 0.8 | -3.2% | -4% | 4%
COc1ccc(CN2C(=O)c3cccnc3C2=O)cc1S(=O)(=O)N1CCCCC1C (stereo unspecified) | nt | nt | -4% | 2.6% | nt | nt | i | 1.2 | nt | 10% | nt
COc1ccc(-c2nc(-c3cccc(C)c3)nc(N3CCN(C)CC3)c2C#N)cc1 | 1 | 17% | -1% | 3.2% | 45 | 27 | ? | nt | -3.6% | 1% | 15%
NCCSSCCN | nt | nt | 2% | 2.9% | nt | nt | i | 1.0 | nt | 0% | nt
Cn1c(NC(=O)c2cc(-c3ccc4c(c3)OCO4)nc3ccccc23)cc(=O)n(C)c1=O | 1.1 | 14% | 2% | -1.8% | 23 | 6 | i | 1.0 | -5.2% | -3% | 11%
